MT1-MMP txn act = MT1-MMP promoter transcription activation; HT1080 MT1-MMP promoter luciferase reporter, luminescence, overnight; stronger effect = higher value; activation factor at 10 µM; 86,000 tested, 0.16% active; AID 750;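 active = activation factor of at least 2 for MT1-MMP transcription at 10 µM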
FAK blocker = inhibitors of human focal adhesion kinase | AID 727 | biochemical FAK kinase activity assay | 97,000 tested, 0.84% active | Q05397 | inhibition, %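 (tested at 7 µM)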; in the data active = inhibition above about 19%;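 also: 0% = DMSO and 100% = reference compound high control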
Ecoli WT expand = E. coli BW25113 growth inhibition, expanded screen; growth inhibition, % at 100 µM; 98,000 tested, 0.15% active; OD600 absorbance; AID 710;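 active = growth inhibition above about 50% at one test dose, limit read from the data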;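 also: growth measured after 20 h incubation at 37 °C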
ERb coact inh = ER-beta (human) coactivator binding inhibition | TR-FRET ER-beta LBD / SRC1-Cy5 peptide binding; receptor agonist-loaded with 1 µM estradiol | Q92731 | AID 633 | 86,000 tested, 1.3% active | inhibition, % at 25.6 µM;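 active = compounds whose percent inhibition of the receptor-coactivator binding signal exceeds about 50% in the single-dose screen, limit read from the data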;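 also: 0% = receptor plus peptide wells without compound and 100% = peptide-only wells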
PLAP act = activates human placental alkaline phosphatase | purified PLAP enzyme, luminescent substrate read-out; stronger effect = higher value | activation fold at 20 µM | 96,000 tested, 1.2% active | AID 696; in the data active = activation fold above about 2
ERa SRC1 pot = enhances coactivator binding to human estrogen receptor alpha; P03372; 86,000 tested, 1.3% active; TR-FRET ERalpha-LBD/SRC-Cy5 coactivator binding, 2 h; 100 = basal binding, no effect; AID 639; coactivator binding (% of control), % at 25.6 µM; in the data active = activity above about 200%;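 also: binding measured in presence of low estradiol as agonist stimulus; 0% = peptide alone without receptor and 100% = receptor with peptide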
Target sequence (P03372 whole entry, looked up, the tested form may be a part): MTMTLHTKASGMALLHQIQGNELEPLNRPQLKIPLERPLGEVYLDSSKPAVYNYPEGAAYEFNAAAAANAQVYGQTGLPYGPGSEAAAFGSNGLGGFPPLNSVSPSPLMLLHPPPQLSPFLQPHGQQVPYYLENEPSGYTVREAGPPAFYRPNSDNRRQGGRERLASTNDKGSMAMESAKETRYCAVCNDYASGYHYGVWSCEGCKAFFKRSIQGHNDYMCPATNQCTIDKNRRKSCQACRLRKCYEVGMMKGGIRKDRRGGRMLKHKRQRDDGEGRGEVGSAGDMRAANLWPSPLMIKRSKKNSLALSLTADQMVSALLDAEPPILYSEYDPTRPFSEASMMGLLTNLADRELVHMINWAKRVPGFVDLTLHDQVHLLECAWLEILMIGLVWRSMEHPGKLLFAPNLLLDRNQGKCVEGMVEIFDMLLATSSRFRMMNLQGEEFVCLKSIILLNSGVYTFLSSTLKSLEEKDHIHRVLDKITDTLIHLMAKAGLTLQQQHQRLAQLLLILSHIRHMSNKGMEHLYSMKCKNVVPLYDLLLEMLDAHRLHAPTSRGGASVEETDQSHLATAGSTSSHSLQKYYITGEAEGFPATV
Mac1 fbg inh = blocks human CD11b/CD18 adhesion to fibrinogen; K562 CD11b/CD18 adhesion to fibrinogen, ATPlite luminescence; Mn2+ added to activate the integrin; inhibition, % at 10 µM; 93,000 tested, 0.54% active;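 active = primary inhibition of 50% or more at 10 µM, then 40% or more on retest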; also: some results filed as inactive read as strong as hits
ERa coact inh = ER-alpha (human) coactivator binding inhibition. P03372. TR-FRET ER-alpha LBD / SRC-1 peptide, estradiol-bound. inhibition, % at 25.6 µM. 86,000 tested, 1.7% active; in the data active = inhibition above about 50%;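 also: 0% = receptor plus peptide control and 100% = peptide only without receptor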
CD11b adhes enh = enhancers of human CD11b/CD18 binding to fibrinogen; P05107+P11215; activation, % at 10 µM; AID 1499; 93,000 tested, 0.07% active; K562 CD11b/CD18 adhesion to fibrinogen, ATPlite luminescence;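 active = 10 µM primary screen giving 50% or more activity, confirmed by 40% or more on retest at that dose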; also: strong numbers were not always called active; reference of the scale not given here
Active calls of the source: *; [ ] = dose if it differs, or a comment.

`CCOC(=O)CN1C(=O)c2ccccc2C1=O` gave MT1-MMP txn act 1, FAK blocker 1, Ecoli WT expand 4, ERb coact inh -32[fluorescence artefact?], PLAP act 0.9, ERa SRC1 pot 107, Mac1 fbg inh 3, ERa coact inh -26 and CD11b adhes enh 2.
`O=C(Nc1ccc(S(=O)(=O)N2CCCCC2)cc1)c1cnccn1` gave MT1-MMP txn act 1.1, FAK blocker 3, Ecoli WT expand 2, ERb coact inh 20[fluorescence artefact?], PLAP act 1, ERa SRC1 pot 87, Mac1 fbg inh -15, ERa coact inh 17 and CD11b adhes enh 0.
COc1ccc(C(c2sc3nc(C)nn3c2O)N2CCN(Cc3ccccc3)CC2)cc1OC (stereo unspecified) was read as MT1-MMP txn act 1, Ecoli WT expand 4, ERb coact inh -1, PLAP act 1.5, ERa SRC1 pot 93[fluorescence artefact?], Mac1 fbg inh -31, ERa coact inh 2 and CD11b adhes enh -2.
CCc1ccc(N=c2c([N+](=O)[O-])nn(-c3ccccc3)n2O)cc1 was read as MT1-MMP txn act 1.4, FAK blocker 0, Ecoli WT expand 15, ERb coact inh -9, PLAP act 0.7, ERa SRC1 pot 93, Mac1 fbg inh 18, ERa coact inh -3 and CD11b adhes enh -4.
COc1ccc(CCC(=O)N2CCc3ccccc32)cc1 was read as MT1-MMP txn act 1.5, FAK blocker 3, Ecoli WT expand -3, ERb coact inh -5, PLAP act 1, ERa SRC1 pot 109, Mac1 fbg inh 9, ERa coact inh -2 and CD11b adhes enh -2.
Screening c1ccc2sc(NC3=NCN(Cc4ccc5c(c4)OCO5)CN3)nc2c1 returned MT1-MMP txn act 1.2, FAK blocker -1, Ecoli WT expand 3, ERb coact inh 3, PLAP act 0.9, ERa SRC1 pot 92, Mac1 fbg inh -8, ERa coact inh -1 and CD11b adhes enh -1.
COc1cccc(-n2nnc3c(=O)n(CC(=O)NC4CCCC4)cnc32)c1 was read as MT1-MMP txn act 1.1, FAK blocker -1, Ecoli WT expand -9, ERb coact inh 1, PLAP act 0.9, ERa SRC1 pot 106, Mac1 fbg inh -8, ERa coact inh -7 and CD11b adhes enh 2.
Screening CC(C)(C)n1nc2c(c1NC(=O)COc1ccc3ccccc3c1)CS(=O)(=O)C2 returned MT1-MMP txn act 1, FAK blocker -2, Ecoli WT expand -7, ERb coact inh 4, PLAP act 1.1, ERa SRC1 pot 109, Mac1 fbg inh -4, ERa coact inh 8[fluorescence artefact?] and CD11b adhes enh 4.
For Cc1cccc(OCC(=O)N2CCN(C(=O)Cc3ccccc3)CC2)c1 the results were MT1-MMP txn act 1.1, FAK blocker -2, Ecoli WT expand -7, ERb coact inh -8, PLAP act 1.6, ERa SRC1 pot 102, Mac1 fbg inh 28, ERa coact inh -3 and CD11b adhes enh 2.
O=C(Nc1ncc(Br)s1)C1CCCN1S(=O)(=O)c1cccc2cccnc12 (stereo unspecified) was read as Ecoli WT expand -4, PLAP act 0.9, Mac1 fbg inh -9 and CD11b adhes enh 14.
`O=C(C[n+]1cc2ccccc2c2ccccc21)c1ccccc1` gave FAK blocker 3, Ecoli WT expand 11, Mac1 fbg inh -5 and CD11b adhes enh -3.
For CCN=c1scc(C)n1/N=C/c1ccsc1 the results were MT1-MMP txn act 1.5, FAK blocker 0, Ecoli WT expand -3, ERb coact inh -11[fluorescence artefact?], PLAP act 1.4, ERa SRC1 pot 110[fluorescence artefact?], Mac1 fbg inh -1, ERa coact inh -1[fluorescence artefact?] and CD11b adhes enh -2.

Some of these compounds in order of SMILES length, lowest first.
`CCOC(=O)CN1C(=O)c2ccccc2C1=O` gave MT1-MMP txn act 1, FAK blocker 1, Ecoli WT expand 4, ERb coact inh -32[fluorescence artefact?], PLAP act 0.9, ERa SRC1 pot 107, Mac1 fbg inh 3, ERa coact inh -26 and CD11b adhes enh 2.
Screening c1ccc2sc(NC3=NCN(Cc4ccc5c(c4)OCO5)CN3)nc2c1 returned MT1-MMP txn act 1.2, FAK blocker -1, Ecoli WT expand 3, ERb coact inh 3, PLAP act 0.9, ERa SRC1 pot 92, Mac1 fbg inh -8, ERa coact inh -1 and CD11b adhes enh -1.
Screening CC(C)(C)n1nc2c(c1NC(=O)COc1ccc3ccccc3c1)CS(=O)(=O)C2 returned MT1-MMP txn act 1, FAK blocker -2, Ecoli WT expand -7, ERb coact inh 4, PLAP act 1.1, ERa SRC1 pot 109, Mac1 fbg inh -4, ERa coact inh 8[fluorescence artefact?] and CD11b adhes enh 4.

The listing continues.
COc1ccc(C(=O)CC(Nc2ccc([N+](=O)[O-])cc2)c2ccc(Cl)cc2)cc1 (stereo unspecified) was read as FAK blocker -2, Ecoli WT expand -25, PLAP act 0.7, Mac1 fbg inh -54 and CD11b adhes enh 1.
`CCc1cccc2c(=O)c(C(=O)NCCN3CCOCC3)c[nH]c12` gave MT1-MMP txn act 1, FAK blocker 12, Ecoli WT expand 4, ERb coact inh -1, PLAP act 1.3, ERa SRC1 pot 121, Mac1 fbg inh -21, ERa coact inh 2 and CD11b adhes enh 8.
Screening CCC(C)OC(=O)n1ccc(C(=O)Nc2nccs2)n1 (stereo unspecified) returned MT1-MMP txn act 1.4, FAK blocker 0, Ecoli WT expand -1, ERb coact inh -4[fluorescence artefact?], ERa SRC1 pot 121 and ERa coact inh -1.
Screening CCn1c(SCC(=O)C(C)(C)C)nnc1-c1ccccn1 returned MT1-MMP txn act 1.2, FAK blocker 2, Ecoli WT expand 4, ERb coact inh 1, PLAP act 0.8, ERa SRC1 pot 101, Mac1 fbg inh 0, ERa coact inh 6 and CD11b adhes enh 1.
COC(=O)c1cc2c(s1)-c1ccccc1OC2 was read as MT1-MMP txn act 1.3, Ecoli WT expand 4, ERb coact inh 3, PLAP act 0.9, ERa SRC1 pot 93, Mac1 fbg inh -5, ERa coact inh 7 and CD11b adhes enh 2.
For COc1ccc(S(=O)(=O)NCc2ccc(C(=O)O)cc2)cc1 the results were MT1-MMP txn act 1.1, FAK blocker 0, ERb coact inh -11, ERa SRC1 pot 107 and ERa coact inh -6.
Cc1ccc(-n2c(=O)cc(N3CC(C)CC(C)C3)[nH]c2=O)cc1 (stereo unspecified) was read as MT1-MMP txn act 1.1, FAK blocker 3, Ecoli WT expand -13, ERb coact inh 4, PLAP act 0.9, ERa SRC1 pot 111, Mac1 fbg inh 5, ERa coact inh 5 and CD11b adhes enh 0.
Screening Cc1ccccc1OCCCn1c(=O)sc2ccccc21 returned MT1-MMP txn act 1.6, FAK blocker 5, Ecoli WT expand -1, ERb coact inh -2, PLAP act 1, ERa SRC1 pot 93, Mac1 fbg inh -1, ERa coact inh -4 and CD11b adhes enh -2.
For OCCSc1nc(-c2cccnc2)nc2ccccc12 the results were FAK blocker 10, Ecoli WT expand -3, ERb coact inh 0, PLAP act 1.6, ERa SRC1 pot 86, Mac1 fbg inh 9, ERa coact inh 5 and CD11b adhes enh 6.
O=c1sc(Nc2ccccc2)nc2ccsc12 was read as FAK blocker 2, Ecoli WT expand -1, ERb coact inh -5, PLAP act 0.7, ERa SRC1 pot 100, Mac1 fbg inh 4, ERa coact inh -13 and CD11b adhes enh 0.
Screening CN=C1CC(C)(C)CC(=O)/C1=C(/O)CCC(=O)NC returned MT1-MMP txn act 1.1, FAK blocker 0, Ecoli WT expand -6, ERb coact inh 2, ERa SRC1 pot 109 and ERa coact inh 0[fluorescence artefact?].
O=C(NC1CCCCCC1)c1cc2n(n1)C(C(F)(F)F)CC(c1ccco1)N2 (stereo unspecified) was read as MT1-MMP txn act 1.2, FAK blocker 0, Ecoli WT expand 0, ERb coact inh 20, PLAP act 0.9, ERa SRC1 pot 99, Mac1 fbg inh -2, ERa coact inh 0 and CD11b adhes enh 0.
`Cc1cccc(C)c1-n1nnnc1SCSc1nnnn1-c1c(C)cccc1C` gave MT1-MMP txn act 1, FAK blocker -1, Ecoli WT expand -3, ERb coact inh 5, PLAP act 0.9, ERa SRC1 pot 103[fluorescence artefact?], Mac1 fbg inh 28, ERa coact inh -8 and CD11b adhes enh -2.
Screening COc1cccc(NC(=O)N2CCCC2C(=O)NC2CC2)c1 (stereo unspecified) returned MT1-MMP txn act 1.1, FAK blocker 0, Ecoli WT expand 6, ERb coact inh -5, PLAP act 1.1, ERa SRC1 pot 105, Mac1 fbg inh 5, ERa coact inh 0 and CD11b adhes enh 1.
Screening CCc1ccccc1NC(=O)CSc1nnc([C@@H](N)Cc2ccccc2)o1 returned MT1-MMP txn act 1, FAK blocker 3, Ecoli WT expand 4, ERb coact inh -5, ERa SRC1 pot 113 and ERa coact inh 4.
`O=C(Nc1ccccc1)N1CC=C(c2ccccc2)CC1` gave MT1-MMP txn act 1.7, FAK blocker 2, Ecoli WT expand 5, ERb coact inh -19, PLAP act 0.8, ERa SRC1 pot 100, Mac1 fbg inh -1, ERa coact inh -20 and CD11b adhes enh 3.
CCn1c2ccccc2c2cc(/C=N/NC(=O)c3cccc(C)c3)ccc21 was read as FAK blocker -9, Ecoli WT expand -8, PLAP act 1, Mac1 fbg inh -1 and CD11b adhes enh 3.
`COc1cc2nc(CN(C)CC(=O)Nc3ccc(N4CCOCC4)cc3)[nH]c(=O)c2cc1OC` gave MT1-MMP txn act 1.2, ERb coact inh -4, PLAP act 2.3*, ERa SRC1 pot 104, Mac1 fbg inh -19, ERa coact inh -2 and CD11b adhes enh 0.
`CCOC(=O)C1=C(CC)Nc2ccccc2N=C1NC(=O)Nc1ccc(Cl)c(Cl)c1` gave FAK blocker 2, Ecoli WT expand 18, PLAP act 1.2, Mac1 fbg inh 90* and CD11b adhes enh -13.
Screening O=C1C(Cl)=C(NCC2CCCO2)C(=O)N1CCc1ccccc1 (stereo unspecified) returned MT1-MMP txn act 1.2, FAK blocker 0, Ecoli WT expand 2, ERb coact inh -1[fluorescence artefact?], PLAP act 1.1, ERa SRC1 pot 108[fluorescence artefact?], Mac1 fbg inh 1, ERa coact inh -7 and CD11b adhes enh -2.
`Cc1cc(C)n2nc(SCC(=O)N/N=C/c3ccc(F)cc3)nc2n1` gave FAK blocker -2, Ecoli WT expand 8, PLAP act 0.9, Mac1 fbg inh -1 and CD11b adhes enh 4.
For CCCCCOC(=O)Cn1c(=O)c2c(nc(N3CCOCC3)n2C)n(C)c1=O the results were MT1-MMP txn act 1.1, FAK blocker -2, Ecoli WT expand 3, ERb coact inh -3, PLAP act 1.2, ERa SRC1 pot 108, Mac1 fbg inh 16, ERa coact inh -3 and CD11b adhes enh -2.
`Nc1nc2c(s1)C(=O)CCC2` gave MT1-MMP txn act 1.3, FAK blocker 0, Ecoli WT expand -2, ERb coact inh 3, PLAP act 1.1, ERa SRC1 pot 89, Mac1 fbg inh -10, ERa coact inh 2 and CD11b adhes enh -2.
For O=C(NCC1COc2ccccc2O1)c1c[nH]c2ccc(S(=O)(=O)N3CCOCC3)cc2c1=O (stereo unspecified) the results were MT1-MMP txn act 1.1, FAK blocker 0, Ecoli WT expand -6, ERb coact inh 33[fluorescence artefact?], PLAP act 1.1, ERa SRC1 pot 160[fluorescence artefact?], Mac1 fbg inh 6, ERa coact inh 38[fluorescence artefact?] and CD11b adhes enh -8.
